Screens as filed in PubChem.
A549 tox – kills or reduces viability of A549 cells in Nrf2 counter-screen | A549 ARE-Fluc cells, CellTiter-Fluor viability, 18-24 h | Potency, µM (series often up to 46 µM), without a hit: at the top dose activity change, negative = cytotoxicity, usual class: inhibitors | hit rate 0.16% among 390,000 | AID 504648; further: potency means the concentration at half of the fitted maximal effect; on the % scale 0 is the no-effect control and ±100 the full control effect
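A549 ARE_Fluc cells in 5% FBS OPTI-MEM were exposed to compounds in concentration-response for 18-24 h at 37 deg C. Viability was read by CellTiter-Fluor fluorescence (Ex 405/Em 525) after 30 min, before the luciferase read.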
Nrf2 activator – activators of Nrf2 (ARE) signaling; AREc32 ARE-luciferase reporter (MCF7-derived line), luminescence, 24 h; Potency, µM (doses to about 46.1 µM), for the others: at the highest dose activation, actives largely listed as activators; hit rate 0.31% among 410,000; AID 624171; further: potency means the concentration at half of the fitted maximal effect; % of control where 0% means no effect; nearly all actives have a fitted effect of over 65% in size
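For detection, Steady-Glo was added and plates sat 30 min at RT; before that, AREc32_Fluc cells grown overnight in OPTI-MEM/5% FBS had been treated with 23 nL compound for 24 hr at 37 deg C.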
ATXN2 expr inh – inhibitors of ATXN2 expression | HEK-293 ATXN2-luciferase reporter, luminescence, 24 h | Potency, µM (highest dose often 57 µM), inactives show at the top dose activity change, negative = inhibition, usual class: inhibitors | hit rate 0.72% among 360,000; further: potency means the concentration at half of the fitted maximal effect; on the % scale 0 is the no-effect control and ±100 the full control effect; nearly all actives have a fitted effect of over 55% in size
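ATXN2-luciferase reporter cells (luciferase flanked by upstream and downstream ATXN2 gene portions) were treated 24 h at 37 °C with compounds at up to 57 uM. SteadyGlo luminescence gave expression; GF-AFC fluorescence gave viability.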
HepG2 viability – HepG2 cytotoxicity, counter-screen for TGF-b inhibitors | HepG2 CAGA-GFP viability, ATP luminescence, 18 h | Potency, µM (series often up to 46.1 µM), inactives show at the highest dose activity change, negative = cytotoxicity, usual class: cytotoxic | hit rate 0.76% among 410,000; further: potency means the concentration at half of the fitted maximal effect; some results filed as inactive show a strong effect at the top dose
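HepG2 CAGA-GFP cells (1000/well, DMEM with 1% FBS) received compound, then TGF-beta at 500 pg/mL final, and were incubated 18 hours at 37 degrees C. Viability was read by CellTiter-Glo luminescence. Media-only wells were set as complete cell-killing and DMSO as no toxicity.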
Nrf2 block – Nrf2 pathway inhibition. AID 504444. A549 ARE-Fluc reporter, luciferase luminescence, 18-24 h. hit rate 2.1% among 360,000. Potency, µM (doses to about 46 µM), for inactives: at the top dose activity change, negative = inhibition, actives largely listed as inhibitors; further: potency means the concentration at half of the fitted maximal effect; on the % scale 0 is the no-effect control and ±100 the full control effect; nearly all actives have a fitted effect of over 60% in size
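Cells were seeded and rested 2 h, then exposed to compounds for 18-24 h. CellTiter-Fluor was read first as a viability measure. BugLite was added 15 min before the final luminescent read of ARE-luciferase activity in A549 cells.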
TGFb SMAD3 inh – blocks TGF-b signaling; HepG2 CAGA-GFP TGF-b/SMAD3 reporter, GFP fluorescence, 18 h; TGF-beta stimulated, 500 pg/mL final; Potency, µM (highest dose often 46.1 µM), for the others: top-dose activity, negative = inhibition, hits mostly inhibitors; hit rate 1.2% among 410,000; further: potency means the concentration at half of the fitted maximal effect; on the % scale 0 is the no-effect control and ±100 the full control effect; nearly all actives have a fitted effect of over 65% in size
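HEPG2 CAGA-GFP, 1000 cells/well; 2 h settle, 37 C; cpd via pin tool; TGF-b 500 pg/mL final; 18 h, 37 C; GFP imaging ex488/em500-530; %Activity normalised to -TGF-b and +DMSO controls; CRC fit, curve class.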
MCF10A rerep – induces DNA re-replication in MCF 10a normal breast cells | AID 624296 | hit rate 2.9% among 350,000 | MCF 10A DNA re-replication, Hoechst nuclear intensity, 48 h | Potency, µM (highest dose often 46.1 µM), without a hit: at the top dose activity, positive = re-replication, hits mostly activators; further: potency means the concentration at half of the fitted maximal effect; % of control where 0% means no effect; nearly all actives have a fitted effect of over 50% in size
IL-1B inflam inh – blocks inflammasome-driven IL-1 beta release; activity change, % at 57.5 µM; AID 743279; hit rate 4.7% among 360,000; THP-1 LPS/ATP IL-1B secretion, AlphaLISA, 16 h; stronger effect = lower value; in the data active means activity change below about -50%; inconclusive means mostly about -30% to -49%; further: on the % scale 0 is the no-effect control and ±100 the full control effect
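Secreted IL-1B measured by AlphaLISA bead assay after 16 h compound exposure of THP-1 cells; compounds (final up to 57.5 uM) added 1 h before LPS (250 ng/mL) and ATP (1.25 mM) stimulation; lower signal means less secretion.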
ATXN viability – reduces viability in counter-screen for ATXN expression inhibitors | S2 cells (HEK-293 line with an ATXN2-luciferase reporter) viability, CellTiter-Fluor protease fluorescence, 24 h | Potency, µM (series often up to 56.7 µM), usual class: cytotoxic | hit rate 0.49% among 400,000 | AID 651635; further: potency means the concentration at half of the fitted maximal effect; nearly all actives have a fitted effect of over 40% in size
An asterisk follows results filed as active; i = inactive; ? = inconclusive; · = not tested or not shown; & = joins results of further samples; [ ] = remark or other dose. Unless noted, the call rests on the fitted dose curve; in most records, active means well fitted curve in the direction sought with a large enough effect; inconclusive means small, poorly fitted or top-dose-only effect, or another doubt; inactive means no such curve, though single readings can be large; an effect the other way counts as inactive or inconclusive. Not a hit list. About 8.8% of those tested had a hit in this group.

smiles,A549 tox,Nrf2 activator,ATXN2 expr inh,HepG2 viability,Nrf2 block,TGFb SMAD3 inh,MCF10A rerep,IL-1B inflam inh,ATXN viability
CC(=O)c1ccc(N(C(=O)CS(=O)CC(=O)Nc2ccc(F)cc2)C(C(=O)NC2CCCCC2)c2cccs2)cc1 (stereo not given),-1%,-0.7%,34%,1%,7%,-5%,-48%[inhibitor],7,i
COc1cc(Br)cc(C(c2c(C)n(C)n(-c3ccccc3)c2=O)c2c(C)n(C)n(-c3ccccc3)c2=O)c1O,2%,0.1%,-27%,-26%,2%,-7%,0%,·,i
N#Cc1nc(-c2ccco2)oc1N1CCc2ccccc2C1,-12%,5.0%,12%,-42%,?,13%,?,?,i
O=C(NCc1cccs1)C1CCN(C(=O)N2CCOc3ccccc32)CC1,-2%,2.0%,·,-24%,20%,-11%,·,·,·
CCn1c(SCC(=O)Nc2ccc3c(c2)OCCO3)nnc1-c1c[nH]c2ccccc12,-7%,3.4%,0%,-19%,-3%,1%,4%,-8,?
CC1CCCC(NC(=O)CNC(=O)c2cccs2)C1C (stereo not given),-6%,-0.8%,8%,-2%,7%,-16%,-26%,3,?
COc1ccc(NC(=O)C2(C)CCN2Cc2ccc(OC(F)(F)F)cc2)cc1OC (stereo not given),·,0.0%,-11%,-20%,·,-24%,·,-3,?
Cc1cccc(N2CCN(C(=O)CCCn3ncn4c(cc5occc54)c3=O)CC2)c1C,-9%,3.8%,-11%,-28%,-13%,?,·,·,i
Nc1nnc(SCC(=O)Nc2cc(C(F)(F)F)ccc2N2CCOCC2)s1,3%,0.1%,-9%,-5%,·,17%,-5%,-4,i
COc1cc(C=C2C(=O)OC(C)(C)OC2=O)cc(Cl)c1OCC(=O)Nc1ccccc1,2%,0.2%,5%,-4%,3%,-4%,5%,8,i
O=S1(=O)c2ccccc2C(CCO)N1Cc1ccccc1 (stereo not given),-4%&8%,-1.5%,7%,10%&0%,-4%&-23%,-12%&-4%,1%,0,i
CN(C)c1ccc(/C=N/N2C(=S)SC(C)(C)C2N(O)C(=O)Nc2ccc([N+](=O)[O-])cc2)cc1 (stereo not given),-29%,0.1%,3%,-35%,?,-17%,?,?,i
Cc1nn(Cc2ccccc2)c(C)c1C(=O)NCCCN1CCCC1=O,5%,0.2%,2%,7%,-2%,21%,-3%,4,i
COc1cccc(/C=C2\CCC(C3CCCC3)C2=O)c1 (stereo not given),4%,4.0%,56%[activator],6%,15%,?,1%,35,i
Nn1c(SCc2ccccc2F)nnc1-c1cccnc1,-2%,0.5%,22%,-3%,?,1%,0%,-3,i
CCN(c1cccc(C)c1)S(=O)(=O)c1cn(CC(=O)OC)c2ccc([N+](=O)[O-])cc12,0%,-0.6%,·,-12%,5%,-24%,-6%,7,i
COc1cc(/C=C/C(=O)Nc2nnc(CC(C)C)s2)cc(OC)c1OC,-7%,0.7%,-14%,-19%,12%,-13%,8%,7,i
CC(C)NC(=O)CN1C(=O)C(C)(C)Oc2ccc(C(=O)NC3CCCCC3)cc21,2%,0.2%,3%,6%,5%,-2%,-4%,9,i
CCOC(=O)CSc1nc2ccccc2c(=O)n1CC1CCC(C(=O)NCc2ccco2)CC1 (stereo not given),-6%,-0.4%,-10%,-26%,?,-17%,84%,0,?
Cc1cc(C)c(NC(=O)C2CCN(c3cnccn3)CC2)c(C)c1,-7%,-0.4%,1%,3%,-27%,1%,-1%,1,i
CCOC(=O)c1sc(-c2ccc(Cl)cc2)nc1O,-2%,-1.0%,1%,2%,0%,-2%,?,2,·
Cc1cccc(N2CC(C)Cn3c2nc2c3c(=O)[nH]c(=O)n2C)c1 (stereo not given),-6%,0.8%,1%,3%,1%,0%,-8%,31,i
COc1ccc(C)cc1S(=O)(=O)NC1CCCCC1,-7%,-0.6%,6%,-17%,11%,0%,0%,-5,i
COCCNC(=O)c1cc2nc(-c3ccc(F)cc3)cc(C(F)(F)F)n2n1,7%,0.1%,13%,3%,-6%,30%[activator],-15%,-15,i
Cn1c(=O)cc(SCC(=O)N2CCN(c3ccccc3F)CC2)c2ccc(Cl)cc21,-1%,0.6%,2%,-13%,?,-8%,·,·,i
N#Cc1ccc(CSc2nnc(-c3cccs3)n2-c2ccccc2)cc1,-3%,-0.5%,-10%,-3%,-29%,9%,25%,-5,i
CC(=O)Nc1nc(C)c(Oc2ccc(Cl)cc2)c(=O)[nH]1,3%,0.8%,0%,-14%,11%,14%,0%,-12,i
COC(=O)c1ccc(CNC(=O)Cn2cnc3c(NCc4ccccc4)ncnc32)cc1,5%,3.2%,-24%,2%,-16%,4%,26%,-23,i
COc1ccc(S(=O)(=O)N2CCCC2)c(Cl)c1Cl,9%,0.9%[9.22 µM],-7%,2%,0%,-8%,17%,-12,i
COc1ccc(-c2sc3cc4c(cc3c2-c2ccc(OCCN3CCOCC3)cc2)OCO4)cc1,15%,-0.2%,-3%,-10%,-7%,-4%,?,18,i
Cc1ccc(-n2c(N)c(C(=O)N3CCOCC3)sc2=S)cc1,3%,-0.7%,3%,-2%,3%,22%,-5%,-12,?
CC(C)C(NC(=O)c1ccccc1)C(=O)N/N=C\c1ccco1 (stereo not given),-8%,0.3%,-1%,2%,8%,0%,5%,-4,i
COC(=O)c1ccc(SCC(=O)N2CCC(C)CC2)c([N+](=O)[O-])c1,1%,1.8%,6%,0%,8%,-1%,4%,20,i
CCOC(=O)c1c(C)c(-c2ccccc2)n(CC(=O)NCCc2cccc(C)c2)c1C,-2%,0.0%,-2%,4%,3%,?,·,·,i
CC(=O)Nc1c(Cl)cc2c(c1Cl)Cc1ccccc1-2,10%,11%,29%,-25%,?,-1%,3%,20,i
O=C(COc1ccccc1)NC1CC(=O)N(c2ccc3c(c2)OCCO3)C1 (stereo not given),5%,-0.3%,2%,5%,·,-6%,·,·,i
Cc1c(Cl)cccc1NC(=O)Cn1c(=O)n(Cc2ccco2)c(=O)c2oc3ccccc3c21,4%,-1.1%,10%,-18%,18%,29%,·,·,i
CC(C)c1ccc(C2CC(=O)N3CN(C4CCCCC4)CSC3=C2C#N)cc1 (stereo not given),-3%,0.8%,·,-39%,-16%,?,·,·,·
COc1cccc2[nH]c(C(=O)NCC3CCCO3)cc12 (stereo not given),3%,3.3%,6%,12%,3%,15%,-1%,37,i
COc1ccc(N/C(=N\c2nc(C)cc(C)n2)NC(C)=O)cc1OC,6%,-0.3%,-3%,-4%,0%,5%,-1%,-13,i
Cc1ccc(Cl)cc1NC(=O)C1CCN(S(C)(=O)=O)CC1,-1%,0.3%,-1%[11.3 µM],3%,2%,5%,-4%,0,i
c1ccc2c(c1)nc1n2CCC1,3%,-0.2%,-7%,-21%,-19%,1%,?,0,i
CCOC(=O)c1cc[n+](CC(=O)c2ccc(F)cc2)cc1,0%,-0.1%,-2%,0%,16%,-11%,10%,-14,i
Cc1cc(OCc2ccc(C(=O)NN=C3CCCC3)cc2)ccc1Cl,-2%,2.6%,?,-10%,?,-10%,7%,-10,i
CC(C)(C)c1cc(NC(=O)c2c(F)cccc2Cl)n(-c2ccccc2)n1,5%,0.7%,?,-1%,-17%,7%,0%,-21,i
Cc1cc2oc(C(=O)NCCc3ccc(S(N)(=O)=O)cc3)c(C)c2cc1C,0%,1.9%,-11%,6%,3%,23%,0%,33,i
COc1cccc(S(=O)(=O)N(C)C[C@@H]2Oc3cc(Br)ccc3S(=O)(=O)N([C@@H](C)CO)C[C@@H]2C)c1,·,-0.1%,?,-18%,·,3%,·,-11,?
CCCCC1C2=C(CC(C)(C)CC2=O)OC2=C1C(=O)CC(C)(C)C2,1%,2.3%,0%,-6%,7%,0%,7%,-2,i
O=C(O)COc1ccccc1O,-18%,-0.6%,-4%,-42%,-15%,-9%,7%,1,i
CCOc1ccc2oc(C(=O)OCC(=O)NC(=O)NC3CCCC3)c(C)c2c1,·,0.6%,18%,-33%,27%,11%,7%,10,i
COC(=O)c1ccc(COC(=O)c2[nH]c(C)c(C(C)=O)c2C)o1,-1%,7.4%,-15%,-13%,·,-18%,13%,39,i
CC(C)NC(=S)N(CCc1ccncc1)C(C)C,4%,-0.5%,-7%,14%,?,-4%,2%,-2,i
Cn1c(=O)[nH]c(N)c(Br)c1=O,-5%,5.2%,-13%,-4%,-2%,7%,5%,0,i
CCOC(=O)[C@]12CCCC=C1N(Cc1ccc(Cl)cc1Cl)C(=O)[C@H](CC(=O)N1CCOCC1)C2,·,-0.4%,-11%,·,·,·,·,8,i
COc1ccc(NC(=O)Nc2cccc3c2O[C@@H](CN(C)S(=O)(=O)c2cn(C)cn2)[C@@H](C)CN([C@H](C)CO)C3=O)cc1,-1%,-0.4%,7%,-12%,-3%,-25%,0%,-4,i
COC(=O)c1cccc(-n2c(C)cc(/C=C3\SC(=O)NC3=O)c2C)c1,·,10%,·,-23%,·,-13%,·,-1,i
CCCOc1cc(CC(=O)NCc2ccco2)ccc1OC,6%,-0.1%,1%,-4%,-19%,-8%,9%,0,i
COc1cc2ccccc2cc1C(=O)NC(=S)Nc1ccc(C(=O)O)cc1,-3%,9.6%,-7%,-12%,7%,0%,6%,23,i
